E coli WT inh = growth inhibitors of wild type E. coli, primary screen, strain BW25113 wild type, absorbance readout | E. coli BW25113 growth inhibition, OD600 | inhibition, % at 10 µM | 0.05% of 20,000 active; in the data active means inhibition above about 40%;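 further: bacteria exposed to compound for 20 hours at 37 °C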
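Assay system: Bacterial strain in a whole-cell growth screen | Amount: Inoculum from a 1:1000 dilution of a 1.5 h subculture | Detection: Absorbance at 615 nm as a measure of bacterial growth | Timing: 20 h exposure, 37 °C | Buffer or medium: LB plus kanamycin 50 µg/mL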
An asterisk follows results filed as active.

structure | E coli WT inh
Cc1cccc(NC(=O)Cn2c(=O)n(C)c3ccccc32)c1 | 3.1
CC(=O)Nc1ccc(OCC(O)CN2CCN(c3cccc(Cl)c3)CC2)cc1 (stereo not drawn) | -2.2
c1ccc(Cc2nnc3sc(-c4cccnc4)nn23)cc1 | -19.6
CCn1c(COc2ccccc2C)nnc1SCC(=O)O | -13.3
CC12CN3CC(C)(CN(C1)C3c1ccc3c(c1)OCO3)C2=O (stereo not drawn) | -6.0
Nc1nc(SCc2nc3scc(-c4cccs4)c3c(=O)[nH]2)n[nH]1 | 8.7
O=C(Nc1ccc2c(c1)OCO2)c1cccc(Cl)c1 | 7.9
c1coc(CN(Cc2cccs2)Cc2nnnn2C2CCCCC2)c1 | -2.4
Cc1cnc(NC(=O)CSc2nnc(-c3ccc(Cl)cc3Cl)n2N)s1 | -21.5
CC(=O)NCCSCCNC(C)=O | -1.9
CCSc1nnc(NC(=O)c2nn(C(C)C)c(=O)c3ccccc23)s1 | -1.0
CCOC(=O)C1CN(S(=O)(=O)c2ccc(C)cc2)CCN1S(=O)(=O)c1ccc(C)cc1 (stereo not drawn) | 7.5
CCN(CC(=O)NCc1cccs1)C(=O)c1cc(S(=O)(=O)N2CCOCC2)ccc1C | -1.2
CCOC(=O)c1ccc(N2C(=O)CC(Sc3nc(O)c(CC)c(=O)[nH]3)C2=O)cc1 (stereo not drawn) | -16.1
c1ccc(-c2nnc(CN3CCCc4ccccc43)o2)cc1 | 6.6
O=C(NCCC1=CCCCC1)c1cc2c(s1)CS(=O)(=O)C2 | 10.8
Cc1cc(C)n(-c2nc(Nc3ccccc3)nc(-n3nc(C)cc3C)n2)n1 | -32.7
CCOC(=O)c1cc(-c2ccc(N)cc2)sc1N | 5.2
Nc1nc(SCc2ccc3c(c2)OCO3)n[nH]1 | -21.5
O=C(O)CCn1[nH]c(=O)ccc1=O | -1.4
CCN(CCCNS(=O)(=O)c1ccc2c(c1)oc(=O)n2C)c1cccc(C)c1 | 9.3
COc1ccc(CNc2oc(COc3ccccc3Cl)nc2C#N)cc1 | -3.2
O=C(O)c1cccc(COc2ccc(CO)cc2Cl)c1 | -18.8
CCCn1c(SCC(=O)N2CCCc3ccccc32)nnc1-c1ccccn1 | 3.3
CCOC(=O)CSc1nnc(C)n1N | -23.1
COc1ccc(NC(=O)CSc2ccccn2)cc1OC | 6.5
COc1ccccc1CN1C(=O)CCC1(C)C(=O)NC1CCCCCC1 (stereo not drawn) | 8.8
OC(COc1ccccc1)CSc1ncn[nH]1 (stereo not drawn) | -13.3
CCc1ccc2[nH]c(=O)c(C(c3nnnn3CC3CCCO3)N3CCCc4ccccc43)cc2c1 (stereo not drawn) | 7.7
CCn1ncc(Br)c1C(=O)Nc1ccc(F)cc1F | -17.9
COc1ccc(S(=O)(=O)Nc2ccc(F)c(Cl)c2)cc1OC | 0.8
Cc1cc(C)c(C)c(OCC(=O)NCC2CCCO2)c1 (stereo not drawn) | -5.9
c1ccc2[nH]c(CN3CCCCCC3)nc2c1 | -21.4
COc1cccc(C(=O)Nc2ncc3c(n2)CC(C)CC3=O)c1 (stereo not drawn) | -1.2
COc1c(F)c(F)c(C(=O)Nc2ccccc2N2CCN(C(=O)C(C)C)CC2)c(F)c1F | -15.1
CC1CCCN(C(=O)c2ccncc2)C1 (stereo not drawn) | -20.6
Cc1nc2ncnn2c(N2CCC(C(=O)NCC3CCCO3)CC2)c1Cc1ccccc1 (stereo not drawn) | 8.9
Fc1ccccc1CSc1nnc(-c2ccccc2)o1 | 3.3
O=C1c2cccnc2C(O)N1Cc1ccc(F)cc1 (stereo not drawn) | -3.1
COc1ccccc1NC(=O)CN1C(=O)NC(C)(C)C1=O | 1.9
COC(=O)c1ccc(CSc2ncnc3c2nnn3-c2ccc(OC)cc2)o1 | -2.0
O=C(CSc1ncn(-c2ccccc2)n1)Nc1ccc2c(c1)OCO2 | -17.9
NC(=O)C1CCCN(C(=O)Nc2cccc3ccccc23)C1 (stereo not drawn) | -22.9
Nc1cccc(C(=O)O)c1 | -3.5
COc1ccccc1NS(=O)(=O)c1ccc(NC(=O)c2nc3ncccn3n2)cc1 | -5.7
Cn1c(=O)c(=O)n(C)c2cc(S(=O)(=O)CCC(=O)N3CCOCC3)ccc21 | 5.5
CC1CCN(C(=O)c2cc3ccccc3o2)CC1 | -13.8
CC(C)C(NC(=O)c1cccs1)C(=O)NC1=NCCS1 (stereo not drawn) | -24.6
Cc1csc(NC(=O)c2c(O)c3c(n(CC(C)C)c2=O)CCCC3)n1 | -22.6
CC1CCN(c2oc(-c3cccc4ccccc34)nc2C#N)CC1 | -0.6
Cc1nc2c([nH]c3ccc(Br)cc32)s1 | -15.9
COC(=O)COc1cccc(NC(=O)COc2ccccc2)c1 | 6.5
COc1cc(S(=O)(=O)N2CCN=C2c2ccccc2)ccc1F | -3.1
COC(=O)CSc1nc(N2CCOCC2)c2c(c1C#N)CC(C)(C)N(C)C2 | -13.9
CC(NC(=O)Cc1cccs1)c1ccncc1 (stereo not drawn) | -15.2
O=C(Cn1c(=O)n(Cc2ccco2)c(=O)c2c3c(sc21)CCCC3)Nc1ccccc1 | -4.5

Next results:
structure | E coli WT inh
COc1ccc(CN(C(C)=O)c2cccc(C)c2C)cc1 | -14.8
COC(=O)CSc1nnc(-c2sc3cc(OC)ccc3c2Cl)n1C | 20.0
COc1ccc(Nc2nc(N)nc(C(F)(F)F)n2)c(OC)c1 | -22.3
Cc1ccccc1N1CCN(S(=O)(=O)c2ccc3oc(=O)ccc3c2)CC1 | -13.3
CCCCOc1ccc(C(=O)N2CCC(C)CC2)cc1 | 1.2
O=C(Nc1cccc(F)c1)c1cccc(S(=O)(=O)N2CCOCC2)c1 | -1.2
C#CCN1C(=O)C(O)(CC(=O)c2cccc(OC)c2)c2ccccc21 (stereo not drawn) | -4.9
CCOC(=O)C1=C(CSc2nccn2C)NC(=O)NC1c1ccc2c(c1)OCO2 (stereo not drawn) | -14.4
CCOC(=O)C1CCN(C(C)=C2C(=O)c3ccccc3C2=O)CC1 | 14.4
c1coc(CNc2nc3ccccc3n2CCN2CCOCC2)c1 | -18.5
O=S1(=O)CC(N2CCOCC2)c2ccccc21 (stereo not drawn) | 4.6
CCCCNC(=O)c1nnn(-c2ccccc2)c1N | 20.6
N#Cc1cc2ccccc2nc1SCC(=O)Nc1ccccc1N1CCOCC1 | 2.7
O=C(NCc1ccccc1)N[C@@H](Cc1ccccc1)C(=O)O | -1.4
CCC(=O)n1nc(NCc2ccc(OC)c(OC)c2)nc1NCc1ccc(OC)c(OC)c1 | -23.6
Cn1c(COc2ccccc2)nnc1SCc1nc2ccccc2[nH]1 | -11.5

Compounds from the list above with a COOH group (five):
structure | E coli WT inh
CCn1c(COc2ccccc2C)nnc1SCC(=O)O | -13.3
O=C(O)CCn1[nH]c(=O)ccc1=O | -1.4
O=C(O)c1cccc(COc2ccc(CO)cc2Cl)c1 | -18.8
Nc1cccc(C(=O)O)c1 | -3.5
O=C(NCc1ccccc1)N[C@@H](Cc1ccccc1)C(=O)O | -1.4

(list continues)
structure | E coli WT inh
CC(=O)C1=C(C)Nc2ncnn2C1c1cccc(OCc2ccccc2)c1 (stereo not drawn) | 12.3
COc1ccc(C2CC(C(F)(F)F)n3ncc(C(=O)NCc4cccnc4)c3N2)cc1OC (stereo not drawn) | 5.7
CCN(C(=O)c1cc(Cl)ccc1OC)C1CCCCC1 | -2.9
Cn1c(SCC(=O)N2CCN(Cc3ccccc3)CC2)nnc1-c1ccncc1 | -6.8
COc1ccc(S(=O)(=O)N2CCOCC2)cc1C(C)C | -12.1
CC(=O)c1ccc(NC(=O)c2cc(CC(C)C)on2)cc1 | 6.4
CCn1cnc2sc(C(=O)Nc3ccc4c(c3)OCO4)c(C)c2c1=O | -6.3
CCCSc1nc(N)c(C#N)c(-c2ccc(C)cc2)c1C#N | 7.2
O=C(Nc1cccc(C(F)(F)F)c1)c1ccco1 | 0.3
O=c1n(Cc2ccc(Cl)cc2)c2sc3c(c2c2ncnn12)CCCC3 | -1.0
O=S(=O)(c1ccc2nc(Cc3cccc(C(F)(F)F)c3)[nH]c2c1)N1CCOCC1 | -5.4
Cc1cc(C(=O)N2CCN(C/C=C/c3ccccc3)CC2)no1 | -2.1
Cc1cc2c(cc1C)NC(c1c(C)n(C)n(-c3ccccc3)c1=O)C1=C(CC(C)(C)CC1=O)N2 (stereo not drawn) | -13.9
O=C(CCCn1c(=O)[nH]c2ccsc2c1=O)N1CCN(c2ccccn2)CC1 | -4.2
CCOC(=O)N1CCN(C(=O)c2cnn3c(C(F)F)cc(-c4ccc(C)cc4)nc23)CC1 | -23.0
COc1ccc(CNC(=O)c2cc(-c3ccc(OC)c(OC)c3)on2)cc1 | 13.8
Cn1c(SCC(=O)NCc2ccco2)nnc1-c1cccs1 | -1.3
CCCC(=O)Nc1ccc2oc(-c3cccnc3)nc2c1 | -2.3
Cc1ccc2c(CC(=O)NCc3ccco3)coc2c1C | -15.1
Cc1ccc(Nc2nc(CSc3nnc(-c4cccs4)o3)cs2)cc1 | 11.0
Cc1cc(-c2ccccc2)c(C#N)c(N)n1 | -5.1
CC(=O)c1cccc(NC(=O)Nc2cnn(Cc3ccc(F)cc3)c2)c1 | -20.3
CC1Cc2ccccc2N1S(=O)(=O)c1cccc2nsnc12 (stereo not drawn) | -0.3
NC(=O)C1(N2CCCCC2)CCN(Cc2nc3ccccc3c(=O)[nH]2)CC1 | 0.1
O=S1(=O)C=C(Sc2nc3ccccc3s2)c2ccccc21 | 0.8
CC(=O)Oc1ccc(NC(=O)CSc2ccccc2)cc1 | -23.3
COc1ccc(C(=O)CSc2nnc(CNc3ccc(C)cc3C)o2)cc1 | -10.9
N#Cc1c(NC(=O)CSc2nc(-c3ccco3)cc(C(F)(F)F)n2)sc2c1CCCC2 | -25.2
COC(=O)c1oc2ccc(OC)cc2c1N | 4.6
C=CCN1C(=O)CSC1=Nc1cccc(O)c1 | -17.3
COc1ccccc1Oc1ccc(S(=O)(=O)N2CCOCC2)cc1S(=O)(=O)N1CCOCC1 | 0.9
Nn1c(SCC(=O)NC2CCCCC2)nnc1C1CC1 | 2.6
COc1ccccc1C(O)P(=O)(OC(C)C)c1ccc(N(C)C)cc1 (stereo not drawn) | -2.5
O=C(CSc1nnc(-c2ccccc2)o1)N1CCN(c2ccccc2)CC1 | -9.7
O=C(Nc1ccccn1)NC(C(F)(F)F)C(F)(F)F | 10.9
Cc1nc(N)sc1-c1csc(Nc2ccc(Cl)cn2)n1 | 10.3
N#Cc1c(N)n(CCOC(=O)c2cccc(Br)c2)c2nc3ccccc3nc12 | -3.1
CC(C)Oc1ccc(CNCC2(O)CCOC(C)(C)C2)cc1 (stereo not drawn) | 6.8
N#CCSc1nc(-c2ccccc2)cs1 | -2.3
CCN(Cc1cc2cc(OC)ccc2[nH]c1=O)C(=O)c1ccncc1 | 7.7
Cc1noc(C)c1C(=O)NCCCN1CCCC1=O | 2.3
O=C(c1cccc(F)c1)N1CCCC(C(=O)N2CCCC2)C1 (stereo not drawn) | -16.8
COc1ccc(C(=O)Nn2c(SCC(=O)NCc3ccco3)nc3ccccc3c2=O)cc1 | -1.0
COC(=O)c1ccccc1NC(=O)CN(C)S(=O)(=O)c1ccc(OC)cc1 | -9.1
O=C(CN1C(=O)c2cccc3cccc1c23)N1CCN(Cc2ccc3c(c2)OCO3)CC1 | -21.9
Cc1ccc2c(C(=O)CN3CCSCC3)c(C)[nH]c2c1 | 0.3
O=C(c1cccc(F)c1)N1CCc2ccccc2C1 | -16.3
CCNC(=O)COc1ccc(Br)cc1Cl | 0.8
Cc1ccc(S(=O)(=O)N2CCN(S(=O)(=O)N3CCCCC3)CC2)cc1 | -17.1
COc1ccccc1Nc1nc(N)nc(CN(C)C2CCCCC2)n1 | 5.4
CCOC(=O)N1CCC(=C2c3ccc(Cl)cc3CCc3cccnc32)CC1 | 8.5
CCOC(=O)c1nnn(-c2nonc2-n2cccc2)c1C | -20.0
O=C(C1CCN(Cc2ccc(F)cc2)CC1)N(CCO)Cc1ccccc1 | -2.9
Cc1ccc(S(=O)(=O)N2CCN(C(=O)c3cc(=O)[nH]c4ccccc34)CC2)c(C)c1 | 8.0
COc1ccc(NC(=O)CNCCC2=CCCCC2)cc1 | -14.5
CCC(=O)n1nc(-c2cccnc2)nc1NCc1ccc(OC)cc1 | -15.1

Going on with the list:
structure | E coli WT inh
CC(C(=O)N1CCOCC1)(c1ccccc1)c1ccccc1 | 2.9
Cc1ccccc1C(=O)Nc1cccc(NC(=O)Cn2cnc3c(=O)n(C)c(=O)n(C)c32)c1 | -9.0
COc1ccc(-c2ccc(S(=O)(=O)N3CCOCC3)cc2)cc1 | -20.3
Nc1c(C(=O)NC2CCCCC2)c2nc3ccccc3nc2n1/N=C/c1ccco1 | -16.4
O=C(Nc1ccncc1)C1COc2ccccc2O1 (stereo not drawn) | -11.9
Cc1ccc(CCC(=O)Nc2ccc(S(N)(=O)=O)cc2)o1 | -2.1
Nc1nonc1C(=O)NC(c1ccccc1)c1ccccc1 | -18.9
CCn1c2ccccc2c2cc(NC(=O)CSc3nnc(C4CC4)n3Cc3ccco3)ccc21 | 1.4
CCCC(=O)Nc1ccc2oc(-c3ccncc3)nc2c1 | -22.6
CN(C)c1nc(Oc2ccc(N)cc2)nc(N(C)C)n1 | -6.3
CC(C)CNc1oc(-c2ccc(F)cc2)nc1C#N | 7.1
Cn1c(SCC(=O)N2CCc3ccccc3C2)nnc1-c1cccs1 | -23.7
O=c1c[n+]([O-])c2ccccc2n1OCc1c(F)cccc1F | 2.1

These rows are one share of the data; count on the stated rates, not on these rows.
